KCNQ1 act – potentiators or activators of KCNQ1 channel, primary screen, cell-based, thallium flux, high-throughput; Potassium voltage-gated channel subfamily KQT member 1 (Homo sapiens), P51787; B-score at 10 µM; CHO-K1 KCNQ1, thallium flux FluxOR fluorescence; stronger effect = higher value; hit rate 0.35% among 310,000;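 active = fluorescence ratio B-score, a plate-corrected score, at least three library SD, with initial intensity B-score within 5 SD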
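Assay system: CHO-K1 cells stably expressing KCNQ1. Medium: assay buffer for compound exposure, DMSO matched across wells. Timing: 37 °C overnight plating, 90-min dark dye load, 20-min compound pretreatment. Signal: kinetic FluxOR fluorescence, 10 s baseline plus 110 s post-stimulus.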
ANO1 block – TMEM16A chloride channel inhibitors, primary screen, cell-based, HTS | Anoctamin-1 (Mus musculus), Q8BHY3 | HEK293 TMEM16A/YFP iodide influx fluorescence, ionomycin | normalized B-score (activity score, 25-100; higher = stronger inhibition) at 10 µM | hit rate 1.2% among 310,000;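 active = ratio plate-corrected score three or more library SD toward inhibition, starting fluorescence score within five deviations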;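 note: score derived from kinetic fluorescence span divided by baseline fluorescence per well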
HDAC3 inh – HDAC3 deacetylase inhibitors, primary screen, biochemical, fluorescence, cell-free homogeneous. Histone deacetylase 3 (Homo sapiens), O15379. recombinant HDAC3, fluorogenic peptide/trypsin coupled. inhibition, % at 8.3 µM. hit rate 0.15% among 320,000; in the data active = inhibition above about 26%, passing the limit was not always enough; inconclusive = no clear call, values can overlap the other calls
DYRK1A inh – rat Dyrk1A kinase inhibitors, primary screen, biochemical, single point, plate reader; Dual specificity tyrosine-phosphorylation-regulated kinase 1A (Rattus norvegicus), Q63470; ADP-Glo luminescence, NFATc1 peptide; inhibition, % at 12.5 µM; hit rate 0.43% among 310,000; in the data active = inhibition above about 50%;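 note: plate controls were vehicle with enzyme for no effect and no enzyme for full effect; many of its hits are not listed in these tables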
TRPC4 agonist – activators of mouse TRPC4 channel, primary screen, Fluo4 calcium, HEK293 TRPC4beta/mu-opioid cells; Short transient receptor potential channel 4 (Mus musculus), Q9QUQ5; Fluo4 calcium fluorescence; stronger effect = higher value; B-score at 10 µM; hit rate 0.49% among 310,000; AID 2237, 2010;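 active = B-score above 5 SD of library B-scores, and initial fluorescence ratio not above library mean plus 5 SD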;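 note: positive B-score marks a calcium rise read as TRPC4 activation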
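Test system: HEK293 cells stably co-expressing mouse TRPC4beta and mu-opioid receptor | Schedule: Fluo4 dye loading 45 min at room temperature, 110 s recording | Measured by: Kinetic Fluo4 calcium fluorescence, 5 s baseline at 1 Hz | Evaluation: B score of integrated ratio | Controls: Buffer (low) and maximal DAMGO (high)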
KCNK3 inh – human KCNK3 channel inhibitors, primary screen, CHO cells, FluxOR thallium flux, B-score. FluxOR fluorescence; stronger effect = lower value. B-score at 10 µM. hit rate 0.84% among 340,000. AID 602410, 2012. Potassium channel subfamily K member 3 (Homo sapiens), O14649;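 active = B-score under library mean minus 4 SD, starting fluorescence ratio at most library mean plus 5 SD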;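 note: more negative B-score means stronger inhibition of thallium flux through KCNK3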
Target sequence (O14649 whole entry, looked up): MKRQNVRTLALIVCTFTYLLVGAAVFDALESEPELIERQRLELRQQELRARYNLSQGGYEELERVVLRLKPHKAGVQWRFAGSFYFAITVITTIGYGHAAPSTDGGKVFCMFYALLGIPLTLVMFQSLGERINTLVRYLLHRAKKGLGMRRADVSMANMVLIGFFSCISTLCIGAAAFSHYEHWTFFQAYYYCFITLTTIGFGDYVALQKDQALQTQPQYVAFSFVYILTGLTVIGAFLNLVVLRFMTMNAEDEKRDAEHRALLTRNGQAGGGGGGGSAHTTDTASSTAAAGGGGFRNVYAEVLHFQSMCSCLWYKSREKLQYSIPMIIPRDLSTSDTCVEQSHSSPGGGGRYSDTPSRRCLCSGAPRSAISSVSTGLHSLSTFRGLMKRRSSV
hERG protect – hERG rescue from dofetilide block, primary screen, cell-based, CHO-hERG, FluxOR thallium flux, dofetilide IC70 | dofetilide IC70 present | hit rate 0.51% among 310,000 | Voltage-gated inwardly rectifying potassium channel KCNH2 (Homo sapiens), Q12809 | activation (rescue from dofetilide block), less the hit threshold, % at 10 µM | AID 1511, 2009;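 active = activation above the mean of controls blocked by dofetilide plus 5 SD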;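 note: thallium influx through hERG after potassium depolarization seen as dye fluorescence rise; in these data hits start at about 4.7%; inactives centre near -7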
KCNK9 inh – KCNK9 potassium channel inhibitors, primary screen, HEK293 cells, thallium flux. Potassium channel subfamily K member 9 (Homo sapiens), Q9NPC2. FluxOR thallium flux fluorescence; stronger effect = lower value. B-score at 10 µM. hit rate 1.2% among 310,000. AID 488922, 2010;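 active = ratio B-score over 3 SD below the library mean, with starting fluorescence within 5 SD of its mean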;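 note: negative B-score means less thallium flux so channel inhibition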
Target sequence (Q9NPC2 whole entry, looked up): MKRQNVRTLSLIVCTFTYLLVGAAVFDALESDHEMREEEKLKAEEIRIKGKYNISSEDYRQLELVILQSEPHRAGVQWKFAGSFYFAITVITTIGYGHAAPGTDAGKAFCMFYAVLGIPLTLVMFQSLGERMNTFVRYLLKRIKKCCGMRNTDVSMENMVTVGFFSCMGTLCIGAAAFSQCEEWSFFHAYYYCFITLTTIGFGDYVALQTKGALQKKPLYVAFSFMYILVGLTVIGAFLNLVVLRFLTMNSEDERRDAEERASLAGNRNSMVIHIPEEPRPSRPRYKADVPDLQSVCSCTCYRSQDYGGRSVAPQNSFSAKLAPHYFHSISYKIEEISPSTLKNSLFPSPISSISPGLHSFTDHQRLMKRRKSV
TMEM16A act – TMEM16A chloride channel activators or potentiators, primary screen, cell-based, HTS | Anoctamin-1 (Mus musculus), Q8BHY3 | HEK293 TMEM16A/YFP-H148Q/I152L, iodide quench fluorescence; stronger effect = lower value | B-score at 10 µM | hit rate 0.3% among 340,000;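 active = fluorescence-ratio B-score plate-corrected deviation score at least 3 library SD below zero, with starting fluorescence score within 5 deviations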;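 note: channel opened by trigger with iodide after compound preincubation; score built on the fluorescence ratio of max minus min over baseline; more negative score means more quench and so TMEM16A activation or potentiation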
TRPC4 PAM – positive allosteric modulators of TRPC4, primary screen, cell-based, mouse TRPC4beta, HEK293 mu-opioid, Fluo-4 calcium | Short transient receptor potential channel 4 (Mus musculus), Q9QUQ5 | DAMGO EC20, Fluo-4 Ca2+ flux; stronger effect = higher value | B-score at 10 µM | hit rate 0.42% among 310,000;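 active = B-score of calcium response area above 5 SD of library B-scores, with initial fluorescence ratio within 5 SD of library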;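 note: B-score of integrated fluorescence ratio over time as area under calcium response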
KCNQ1 block – inhibitors of human KCNQ1 channel, primary screen, cell-based, thallium flux, high-throughput. AID 2642, 2010. hit rate 1.3% among 310,000. B-score at 10 µM. CHO-K1 KCNQ1, FluxOR thallium flux fluorescence; stronger effect = higher value. Potassium voltage-gated channel subfamily KQT member 1 (Homo sapiens), P51787;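 active = compounds whose thallium flux B-score, printed positive for inhibition, exceeds three library SD while starting fluorescence stays within three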;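 note: channel opened by potassium depolarization with thallium stimulus after 20 min compound exposure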
An asterisk follows results filed as active; i = inactive; ? = inconclusive; nt = not tested or not shown; & = joins results of further samples.

Sequence of screens – TMEM16A act, ANO1 block, TRPC4 agonist, KCNQ1 act, HDAC3 inh, KCNK9 inh, TRPC4 PAM, DYRK1A inh, hERG protect, KCNK3 inh, KCNQ1 block
> C#CCOCCOCCOCCNc1nc(N2CCN(C(=O)[C@H](CCC(=O)O)n3cc(C(N)CC(C)C)nn3)CC2)nc(N2CCN(C(=O)[C@H](Cc3cc4ccccc4[nH]3)n3cc(C(N)CC(C)C)nn3)CC2)n1 (some centres not stated)
→ i, i, i, i, 5, i, i, 3, -10, i, i
> O=C(CCc1ccccc1)N1N=C(c2ccncc2)CC1(O)C(F)(F)F (configuration not stated)
→ i, i, i, i, 6, i, i, -3, -2, i, i
> Cc1ccc(S(=O)(=O)N2CCC(C(=O)Nc3ccccc3N3CCCCC3)CC2)cc1C
→ i, i, i, i, -1, i, i, 2, -8, i, i
> O=C(C1CCCN(S(=O)(=O)c2ccc(F)cc2)C1)N1CCCCCC1 (configuration not stated)
→ i, i, i, i, -3, i, i, -10, -9, i, i
> O=CNC(=O)c1ccccc1C(=O)O
→ i, i, i, i, -1, i, i, 2, -10, i, i
> O=S(=O)(CC(CN1CCOCC1)N1CCOCC1)c1ccccc1 (configuration not stated)
→ i, i, i, i, 0, i, i, -94, -6, i, i
> O=C(Nc1cccc(F)c1)Nc1ccnn1C1CCN(C(=O)c2ccccn2)CC1
→ i, i, i, i, -3, i, i, -4, -9, i, i
> CCC(=O)Nc1ccc(C(=O)N2CCN(C(=O)c3ccco3)CC2)cc1
→ i, i, i, i, -1, i, i, 1, -10, i, i
> CCOc1ccccc1Nc1nnc(SCC(=O)Nc2nc(-c3ccc(OC)cc3)cs2)s1
→ i, i, i, i, 2, i, i, nt, -21, i, i
> CC(C)CCNC(=O)CCS(=O)(=O)c1cccc2nonc12
→ i, i, i, i, 1, i, i, -1, -7, i, i
> O=S(=O)(NCCSc1ccccc1)c1ccc(F)cc1
→ i, i, i, i, 0, i, i, 0, -9, i, i
> CC1=NN(C(=O)c2ccccc2Cl)C(O)(c2ccccc2)C1 (configuration not stated)
→ i, i, i, i, 2, i, i, -5, -7, i, i
> FC(F)(F)c1cccc(NC(=S)N2CCN(c3ccccc3)CC2)c1
→ i, i, i, i, 10, i, i, 3, -9, i, i
> CCNc1nc2ccccc2[nH]1
→ i, i, i, i, -1, i, i, -11, -7, i, i
> COc1cc(C(=O)Oc2ccc3c(c2)OCC3=O)cc(OC)c1OC
→ i, i, i, i, 2, i, i, -5, -8, i, i
> O=Cc1ccc(-c2ccc(Cl)cc2Cl)[nH]1
→ i, i, i, i, 10, i, i, -3, -7, i, i
> CCCCc1cc(=O)oc2cc(C)cc(OCC(=O)N3CCC(C(=O)O)CC3)c12
→ i, i, i, i, -55, i, i, 9, -7, i, i
> CN(C)C(=S)SCC(=O)NCc1ccc(F)cc1
→ i, i, i, i, -5, i, i, -2, -6, i, i
> O=C(c1ccc(NS(=O)(=O)c2ccccc2)cc1)N1CCOCC1
→ i, i, i, i, -2, i, i, 9, -9, i, i
> COc1cccc(CC(=O)OCC(=O)N(C)CC(=O)Nc2ccc(F)cc2)c1
→ i, i, i, i, -4, i, i, -9, -9, i, i
> CCOC(=O)C1=C(c2ccccc2)NC(=O)NC1c1cc(OC)c(OC)cc1OC (configuration not stated)
→ i, i, i, i, 2, i, i, -1, -4, i, i
> CCCCCNC(=O)c1ccc2c(=O)n(CC3CCCO3)c(=S)[nH]c2c1 (configuration not stated)
→ i, i, i, i, 6, i, i, 0, -5, i, i
> O=C(CSCCO)Nc1ccccc1
→ i, i, i, i, -2, i, i, -2, -4, i, i
> CC(C)NC(=O)CSc1nc2[nH]ncc2c(=O)[nH]1
→ i, i, i, i, 3, i, i, -3, -4, i, i
> Cn1c(=O)c2c(nc(N/N=C/c3cccs3)n2Cc2ccc(Br)cc2)n(C)c1=O
→ i, i, i, i, -3, i, i, -5, -15, i, i
> C[C@H](NC(=O)c1nc[nH]c1C(=O)N1CCNCC1)C(=O)OC(C)(C)C
→ i, i, i, i, 7, i, i, 2, -6, i, i
> CCOc1ccc(CCN2C(=O)c3cccnc3C2=O)cc1OCC
→ i, i, i, i, 2, i, i, 7, -5, i, i
> Cc1cc(C(=O)Nc2ccc(S(=O)(=O)Nc3onc(C)c3C)cc2)c(C)o1
→ i, i, i, i, 0, i, i, -5, -3, i, i
> Cc1ccc(C(=O)Oc2cc(C)[nH]c(=O)c2[N+](=O)[O-])cc1
→ i, i, i, i, -1, i, i, 1, -12, i, i
> O=C(NCCS(=O)(=O)N1CCN(c2cccc(Cl)c2)CC1)c1ccc2c(c1)OCO2
→ i, i, i, i, 0, i, i, -3, -9, i, i
> CCOc1ccc(NC(=O)Cn2nnc(C(=O)NCc3ccc4c(c3)OCO4)c2N)cc1
→ i, i, i, i, 2, i, i, -2, -8, i, i
> CCc1ccc(N(C(=O)c2snc(C(N)=O)c2N)C(C(=O)NC2CCCC2)c2ccco2)cc1 (configuration not stated)
→ i, i, i, i, 5, i, i, 1, -6, i, i
> CC(C)(CO)CNC(=O)CC1C(=O)NCCN1CC(c1ccccc1)c1ccccc1 (configuration not stated)
→ i, i, i, i, -9, i, i, -3, -8, i, i
> CCOc1ccccc1N(C(=O)c1snc(C(N)=O)c1N)C(C(=O)NC1CCCC1)c1cccs1 (configuration not stated)
→ i, i, i, i, 1, i, i, -6, -6, i, i
> COc1ccc(/C=C(\NC(=O)c2ccccc2)C(=O)NCCN2CCOCC2)cc1OC
→ i, i, i, i, 8, i, i, -1, -1, i, i
> O=C(CN(Cc1ccccc1)C(=O)CNS(=O)(=O)c1ccc(F)cc1)NCC1CCCO1 (configuration not stated)
→ i, i, i, i, 5, i, i, -8, -4, i, i
> O=C(CNCc1cccs1)Nc1ccc(S(=O)(=O)N2CCCCC2)cc1
→ i, i, i, i, 1, i, i, -3, -3, i, i
> Cc1cccc(C(=O)NC(=S)Nc2cccc3nc(C)ccc23)c1
→ i, i, i, i, 0, i, i, 37, -7, i, i
> COc1ccc(-c2csc(NC(=O)CSc3ncn[nH]3)n2)cc1OC
→ i, i, i, i, 14, i, i, 5, -7, i, i
> O=c1c(Cc2ccc(F)cc2)c(O)ccn1Cc1ccc(F)cc1
→ i, i, i, i, 2, i, i, 12, -11, i, i
> CCOC(=O)c1ccc(NC(=O)c2ccccc2[N+](=O)[O-])cc1
→ i, i, i, i, -8, i, i, -1, -5, i, i
> Cc1n[nH]c(=O)c2c(NC(=O)CSc3nc4ccccc4c(=O)n3C(C)C)oc(C)c12
→ i, i, i, i, 1, i, i, -1, -19, i, i
> CN(CC(=O)Nc1cccc(F)c1)C(=O)c1cccnc1Sc1ccc(Cl)cc1
→ i, i, i, i, -1, i, i, 23, -13, i, i
> Cc1cc(C)[n+]2n1C(=O)C(c1ccccc1)=C2[O-]
→ i, i, i, i, ?, i, i, -3&-1, 0&-5, i, i
> CC(=O)Nc1ccc(S(=O)(=O)NNC(=O)C2CCCCC2)cc1
→ i, i, i, i, -5, i, i, 4, -4, i, i
> CCCCNC(=O)Nc1c(C(=O)OC)[nH]c2ccc(C)cc12
→ i, i, i, i, -3, i, i, -18, -7, i, i
> COCCNC(=O)C(c1ccco1)N(C(=O)Cn1nnc2ccccc21)c1ccccc1C (configuration not stated)
→ i, i, i, i, 1, i, i, 1, -9, i, i
> Cc1cccc(NC(=O)NC2(C)CCS(=O)(=O)C2)c1 (configuration not stated)
→ i, i, i, i, -2, i, i, 1, -4, i, i
> CN(Cc1cccnc1)C(=O)CNC(=O)c1ccc(Cl)cc1Cl
→ i, i, i, i, -8, i, i, -6, -19, i, i
> Cc1ccc(C)n1-c1ccc(-c2ccn[nH]2)cc1
→ i, i, i, i, 2, i, i, 8, -14, i, i
> COc1cc(C(=O)Nc2ccc(C)cn2)c([N+](=O)[O-])cc1OC
→ i, i, i, i, 4, i, i, -4, 1, i, i
> CCOC(=O)c1cn[nH]c1C(F)(F)F
→ i, i, i, i, -3, i, i, 7, -8, i, i
> COc1ccc(NC(=S)NNc2ccc([N+](=O)[O-])cc2S(=O)(=O)Nc2ccc(C)cc2C)cc1
→ i, 100*, i, i, 0, i, i, -4, -25, i, 7*
> O=C(N/N=C/c1cccc(O)c1)c1ccccc1O
→ i, i, i, i, 7, i, i, 4, -14, i, i
> Cc1nc2sccn2c(=O)c1S(=O)(=O)NCC1CCN(Cc2ccccc2Cl)CC1
→ i, i, i, i, 7, i, i, 5, -6, i, i
> CCOC(=O)CNC(=O)Cn1cnc2ccc(S(=O)(=O)N3CCC(C)CC3)cc2c1=O
→ i, i, i, i, -2, i, i, 3, -11, i, i
> Cc1ccc(S(=O)(=O)NCCSc2nnc(N)s2)cc1
→ i, i, i, i, 0, i, i, 11, -3, i, i
> Cc1nn(CC(=O)NCCN2CCOCC2)c(=O)c2cc3sccc3n12
→ i, i, i, i, -3, i, i, nt, -5, i, i
> COc1ccccc1CN1C[C@@H]2C[C@@H](c3ccc(C)cc3)N3CCC[C@@]23C1=O
→ i, i, i, i, 0, i, i, -3, -10, i, i
> COc1cccc(COC(=O)c2sc3nc4n(c(=O)c3c2C)CCC4)c1OC
→ i, i, i, i, -6, i, i, -7, -10, i, i

A portion of the library; the hit share may differ from the screen's.
